# Compound activity (PubChem)
# PI4K2A block – inhibitors of human PI4K2A; Q9BTU6; purified PI4K2A, ADP-Glo luminescence, 1 h; stronger effect = lower value; activity change, negative = inhibition, % at 76.9 µM; actives 0.13% (n = 420,000); in the data active means activity change below about -50%; inconclusive means mostly about -30% to -49%;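 further: -100% = wells without enzyme as full effect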
#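 PI4K2A activity was measured by ADP-Glo luminescence: enzyme (4 ug/mL stock) and phosphatidylinositol (1.2 mM stock) in Tris pH 7.5/MgCl2/EGTA/Triton X-100 buffer were reacted with ATP (300 microM stock) for one hour at ambient temperature.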
# HP1b binding inh – inhibitors of HP1-beta chromodomain binding to methylated histone tails. actives 0.56% (n = 390,000). AlphaScreen HP1-beta / biotin-H3K9me3 peptide binding. AID 540317. P83916. Potency, µM (doses to about 114 µM), inactives show at the top dose activity change, negative = inhibition, actives largely listed as inhibitors; further: potency means the concentration at half of the fitted maximal effect; nearly all actives have a fitted effect of over 70% in size; inactives centre near 23
#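 Compound inhibition of the preformed complex between 50 nM HP1-beta and 50 nM biotinylated H3K9me3 peptide was read by AlphaScreen. Buffer was PBS pH 7.4 with 0.01% Tween-20. Incubations ran 30 min at room temperature, with 10 ug/mL donor/acceptor beads.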
# GLS inhibitor – inhibitors of human glutaminase (GLS); O94925; GLS enzymatic activity, qHTS titration; Potency, µM (doses to about 45.5 µM), without a hit: at the highest dose activity change, negative = inhibition, hits mostly inhibitors; actives 0.21% (n = 410,000); AID 624170; further: potency means the concentration at half of the fitted maximal effect; on the % scale 0 is the no-effect control and ±100 the full control effect
# Target sequence (O94925 whole entry, looked up): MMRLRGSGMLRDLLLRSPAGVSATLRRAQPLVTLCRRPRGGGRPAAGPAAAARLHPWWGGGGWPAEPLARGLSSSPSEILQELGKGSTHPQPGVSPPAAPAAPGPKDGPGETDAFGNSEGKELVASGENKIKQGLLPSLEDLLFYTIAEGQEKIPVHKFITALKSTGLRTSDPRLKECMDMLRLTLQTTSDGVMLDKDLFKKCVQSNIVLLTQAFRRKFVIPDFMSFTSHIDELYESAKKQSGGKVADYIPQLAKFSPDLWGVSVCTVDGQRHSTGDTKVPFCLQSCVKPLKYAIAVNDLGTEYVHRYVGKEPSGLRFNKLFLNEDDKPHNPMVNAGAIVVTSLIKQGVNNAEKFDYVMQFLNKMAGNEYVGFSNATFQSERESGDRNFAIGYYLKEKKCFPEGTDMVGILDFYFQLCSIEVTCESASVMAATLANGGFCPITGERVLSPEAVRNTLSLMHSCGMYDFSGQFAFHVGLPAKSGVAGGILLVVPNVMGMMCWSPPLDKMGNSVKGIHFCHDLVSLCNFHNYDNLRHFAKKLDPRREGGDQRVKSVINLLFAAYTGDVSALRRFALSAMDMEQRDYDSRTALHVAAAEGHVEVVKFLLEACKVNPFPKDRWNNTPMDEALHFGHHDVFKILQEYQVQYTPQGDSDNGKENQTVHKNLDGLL
#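 Compounds were pin-transferred onto hKGA, after which L-glutamine (1 mM solution) and a detection mix of glutamate oxidase, HRP and Amplex Red were added. Initial and 30 min RT fluorescence reads were collected.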
# G9a block – blocks human histone lysine methyltransferase G9a. Q96KQ7. actives 8.8% (n = 350,000). Potency, µM (titrated, usually from 102 µM), inactives show at the top dose activity, negative = inhibition, most hits filed as inhibitors. G9a H3K9 monomethylation, AlphaScreen, 2 h; further: potency means the concentration at half of the fitted maximal effect; on the % scale 0 is the no-effect control and ±100 the full control effect; nearly all actives have a fitted effect of over 75% in size
#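 AlphaScreen detection with an anti-monomethyl H3K9 antibody quantified product after a 2 h room-temperature reaction containing 500 nM biotinylated H3K9 peptide, 20 µM SAM and 20 nM enzyme, which had been preincubated 15 min with compound.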
# JMJD2A Tudor – JMJD2A Tudor domain (human) inhibition; AID 504339; O75164; Potency, µM (top dose mostly 114 µM), for the others: at the top dose activity change, negative = inhibition, most hits filed as inhibitors; AlphaScreen JMJD2A-Tudor / H3K4me3 peptide binding; actives 4.4% (n = 390,000); further: potency means the concentration at half of the fitted maximal effect; on the % scale 0 is the no-effect control and ±100 the full control effect; nearly all actives have a fitted effect of over 50% in size
# Pin1 inhibitor – inhibitors of human Pin1. Q13526. Pin1 FP peptide displacement, HiFluor488, 10 min. Potency, µM (top dose mostly 115 µM), for inactives: at the highest dose activity, negative = inhibition, most hits filed as inhibitors. actives 0.009% (n = 390,000). AID 504891; active means well fitted inhibition curve with a large enough effect in the polarisation, with a control signal flat, not every such curve was filed as active; inconclusive means small, poorly fitted or top-dose-only effect, or effect the other way, or a change in a side signal; inactive means no such curve, though single readings can be large or run the other way; the % refers to the polarisation; further: potency means the concentration at half of the fitted maximal effect; on the % scale 0 is the no-effect control and ±100 the full control effect
# BAZ2B inh – blocks human BAZ2B; Q9UIF8; AlphaScreen BAZ2B-H3K14Ac peptide displacement; Potency, µM (titrated, usually from 114 µM), inactives show top-dose activity change, negative = inhibition, actives largely listed as inhibitors; actives 4.4% (n = 360,000); AID 504333; further: potency means the concentration at half of the fitted maximal effect; on the % scale 0 is the no-effect control and ±100 the full control effect; nearly all actives have a fitted effect of over 60% in size
#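 BAZ2B 50 nM plus b-H3(5-23)K14Ac 50 nM, PBS pH 7.4/0.01% Tween-20, 30 min RT; compound added (max 110 uM), 30 min RT; streptavidin donor/Ni-chelate acceptor beads 10 ug/mL final, 20 min dark; AlphaScreen read.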
# PGK inhibitor – blocks T. brucei phosphoglycerate kinase; P07378; PGK/GAPDH coupled, Kinase-Glo luminescence, 60 min; Potency, µM (titrated, usually from 57.5 µM), for inactives: top-dose activity change, negative = inhibition, usual class: inhibitors; actives 0.043% (n = 380,000); further: potency means the concentration at half of the fitted maximal effect; on the % scale 0 is the no-effect control and ±100 the full control effect; nearly all actives have a fitted effect of over 60% in size
# Target sequence (P07378 whole entry, looked up): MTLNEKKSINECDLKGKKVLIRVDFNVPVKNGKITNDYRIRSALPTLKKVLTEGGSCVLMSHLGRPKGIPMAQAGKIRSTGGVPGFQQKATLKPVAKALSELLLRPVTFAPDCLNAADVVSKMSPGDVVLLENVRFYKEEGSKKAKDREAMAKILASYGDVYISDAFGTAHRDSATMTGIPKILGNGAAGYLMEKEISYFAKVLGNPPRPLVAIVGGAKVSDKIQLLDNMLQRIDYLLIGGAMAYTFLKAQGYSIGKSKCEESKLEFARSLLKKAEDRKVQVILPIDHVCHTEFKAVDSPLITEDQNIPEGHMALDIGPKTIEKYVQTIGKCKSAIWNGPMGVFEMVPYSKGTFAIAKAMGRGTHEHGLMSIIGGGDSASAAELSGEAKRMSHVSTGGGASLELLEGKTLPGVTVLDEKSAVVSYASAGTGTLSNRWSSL
#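 Luminescent ATP detection (Kinase-Glo Plus) follows a 60-minute room-temperature incubation, with wells lacking PGK as controls. Buffer: 100 mM TEA (pH 7.6), 5 mM MgCl2, 0.01% Tween-20. Coupling enzyme GAPDH (100 nM final) supplies unstable 1,3-BPG in-well.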
# ERG-DNA inh – blocks human ERG Ets domain binding to DNA; P11308; fluorescence polarization, His-ERG Ets domain / labelled DNA; Potency, µM (top dose mostly 76.9 µM), without a hit: at the highest dose FP activity, negative = inhibition, most hits filed as inhibitors; actives 0.028% (n = 370,000); active means well fitted inhibition curve with a large enough effect in the polarisation, with a control signal flat; inconclusive means small, poorly fitted or top-dose-only effect, or effect the other way, or a change in a side signal; inactive means no such curve, though single readings can be large or run the other way; the % refers to the polarisation;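 further: polarization taken with two DNA probes labelled with fluorescein and Texas red; potency means the concentration at half of the fitted maximal effect; % of control where 0% means no effect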
#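 His-tagged ERG Ets domain (1 uM in the protein solution; 300mM KCl, 50mM Tris-HCl, 1mM EDTA, 1mM DTT, pH 7.5) received compound, then a probe mix of 5 nM fluorescein-DNA and 100nM Texas-615-DNA. Fluorescence polarization was read for both dyes.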
# Starred values were filed as active, the others as inactive; i = inactive; ? = inconclusive; . = not tested or not shown; [ ] = dose if it differs, or a comment. Unless noted, the call rests on the fitted dose curve; in most records, active means well fitted curve in the direction sought with a large enough effect; inconclusive means small, poorly fitted or top-dose-only effect, or another doubt; inactive means no such curve, though single readings can be large; an effect the other way counts as inactive or inconclusive.
SMILES,PI4K2A block,HP1b binding inh,GLS inhibitor,G9a block,JMJD2A Tudor,Pin1 inhibitor,BAZ2B inh,PGK inhibitor,ERG-DNA inh
CCNC(=S)N1N=C2c3ccccc3CCC2C1c1ccc(F)cc1 (stereo not drawn),-2,38%,-12%,3%,-4%,3%,-13%,5%,9%
C[C@@]12C(=O)N(c3cccc(F)c3)C(=O)N1[C@H](c1ccc(F)cc1)[C@@H]1C(=O)N(C3CCCCC3)C(=O)[C@@H]12,0,27%,2%,.,-26%,?,8%,4%,-9%
Cc1cc2c(cc1C)NC(c1cccnc1)C1=C(CC(C)(C)CC1=O)N2 (stereo not drawn),-5,12%,14%,0%[59 µM],0%,2%,2%,8%,-5%
COc1ccc(CCNC(=O)Cn2c(C)c3cnn(-c4ccccc4)c(=O)c3c2C)cc1OC,-6,28%,4%,3%[59 µM],-15%,19%,-21%,i,8%
COc1ccc(N(Cc2nnc3n2CCCCC3)C(=O)Nc2ccc(Cl)cc2)cc1Cl,1,28%[57 µM],5%,1%[59 µM],7%,0%,6%,2%,9%
CCN1CCN(S(=O)(=O)c2ccc(Cl)c(C(=O)NC(C)c3ccccc3Cl)c2)CC1 (stereo not drawn),1,23%,-11%,-47%,-4%,8%,-7%,0%,-2%
O=C1OC(c2cccs2)=N/C1=C\c1ccc(-c2ccccc2Cl)o1,4,?,21%,40µM*,?,?,-36%,-4%,5%
COc1ccc(-c2cc(C(=O)NC(Cc3c[nH]c4ccccc34)C(=O)O)c(C)o2)cc1OC (stereo not drawn),-5,?,?,10µM*,22µM*,2%,50µM*,-2%,1%
CCOc1ccccc1NC(=O)C1CCCN1C(=O)c1cccs1 (stereo not drawn),-4,30%,-1%,11%[2.33 µM],-13%,-6%,9%,-8%,-5%
COc1ccc(CNCCC(c2ccc(OC(C)C)cc2)C(C)C)cc1OC (stereo not drawn),2,-9%,0%,-2%,-23%,2%,-23%,-5%,-7%
Cc1cc(NC(=O)CSc2nc(-c3ccccc3F)nc3c2c(=O)n(C)c(=O)n3C)no1,-8,19%[57 µM],1%,-3%[59 µM],2%,1%,6%,i,-11%
CCn1c(SCC(N)=O)nnc1C(C)C,5,28%,-6%,-4%[59 µM],-3%,7%,0%,-3%,-1%
O=C1CC(c2nnc(Cc3ccccc3Cl)o2)CN1c1ccccc1 (stereo not drawn),1,4%,-5%,-40%[59 µM],9%,0%,-3%,-4%,-2%
C=CS(=O)(=O)c1sc(Cl)c(N2CCOCC2)c1[N+](=O)[O-],2,?,?,8.9µM*,79µM*,?,?,2%,-5%
COc1ccc(OCC(=O)NCc2nc(-c3ccccc3)no2)cc1,2,-15%[57 µM],5%,.,-33%,26%,.,-9%,1%
CC(C)[C@H](NC(N)=O)C(=O)Nc1cccc(S(=O)(=O)N2CCOCC2)c1,5,5%,-9%,35µM*,-4%,0%,-8%,-3%,-1%
CC1(C)CC(NS(=O)(=O)c2ccc(C(C)(C)C)cc2)CC(C)(C)N1,3,43%[activator],-2%,4%[59 µM],-5%,-8%,-20%,5%,-5%
CCOc1ccc(OCC(=O)N2CCOCC2)cc1,13,16%,0%,18%[59 µM],-5%,-13%,-5%,-6%,-3%
Cc1cccc(NC(=O)c2ccc(S(=O)(=O)N3CC(C)OC(C)C3)cc2)n1 (stereo not drawn),9,3%,4%,2%,-22%,0%,9%,-3%,7%
Cc1cc(C(=O)CSc2nnnn2C)c(C)n1-c1cccc(F)c1,-1,-9%,-2%,-5%[59 µM],-34%,1%,?,0%,-1%
O=C(O)C(Sc1ccncn1)c1ccccc1 (stereo not drawn),4,45%[activator],-3%,-7%,-9%,-1%,-13%,i,8%
CC1CCCN(CC(O)COc2ccc(-c3ccccc3)cc2)C1 (stereo not drawn),-4,17%,0%,-1%,?,-14%,-22%,0%,8%
CC(=O)c1ccc(NC(=O)C[n+]2ccc(N(C)C)cc2)cc1,-3,18%,2%,13%,-7%,-6%,2%,-2%,4%
N#Cc1nc(-c2ccccc2)oc1NCc1ccco1,2,16%,-3%,?,-29%,5%,50µM*,-13%,7%
COc1cccc(CNC(=O)CCC2CCCN(C(=O)c3cccnc3SC)C2)c1 (stereo not drawn),1,4%,0%,-1%,40µM*,-7%,7%,i,10%

# Profiles from above. Order of values: PI4K2A block, HP1b binding inh, GLS inhibitor, G9a block, JMJD2A Tudor, Pin1 inhibitor, BAZ2B inh, PGK inhibitor, ERG-DNA inh
# Entry for `O=C1OC(c2cccs2)=N/C1=C\c1ccc(-c2ccccc2Cl)o1` : 4, ?, 21%, 40µM*, ?, ?, -36%, -4%, 5%
# Entry for `CC1(C)CC(NS(=O)(=O)c2ccc(C(C)(C)C)cc2)CC(C)(C)N1` : 3, 43%[activator], -2%, 4%[59 µM], -5%, -8%, -20%, 5%, -5%
# Entry for `COc1ccc(-c2cc(C(=O)NC(Cc3c[nH]c4ccccc34)C(=O)O)c(C)o2)cc1OC` (stereo not drawn) : -5, ?, ?, 10µM*, 22µM*, 2%, 50µM*, -2%, 1%

# (further entries)
SMILES,PI4K2A block,HP1b binding inh,GLS inhibitor,G9a block,JMJD2A Tudor,Pin1 inhibitor,BAZ2B inh,PGK inhibitor,ERG-DNA inh
Cc1ccc(-c2nc3c(c(SCC(=O)N4CCOCC4)n2)COC(C)(C)C3)cc1,-3,19%,16%,.,-12%,-1%,.,10%,-2%
CCOc1ccc(S(=O)(=O)N2CCC(C(=O)NCc3cccnc3)CC2)cc1,3,22%,-2%,75%[activator],-4%,-4%,-2%,-8%,-6%
Cc1ccc(NC(=O)C(=O)Nc2ccc(C)cn2)nc1,0,33%,-14%,26%[59 µM],7%,6%,-14%,i,-25%
CC(=O)c1cccc(Nc2ccc(-c3ccccc3F)nn2)c1,-1,6%,2%,26%,-3%,-6%,-5%,8%,12%
Cc1ccc2[nH]c(=O)c(CN(CC3CCCO3)S(=O)(=O)c3c(C)ccc4nsnc34)cc2c1 (stereo not drawn),3,27%,1%,6%[59 µM],-26%,0%,-4%,i,-15%
COc1cc(C(=O)NCc2cc(C)nc3ccccc23)cc(OC)c1OC,-5,7%,0%,?,-10%,-8%,1%,0%,4%
CC/C(=N\OC(=O)c1ccc(OC(C)C)cc1)c1ccc(C)cc1,-1,119%[activator],3%,-3%[12.7 µM],70%[activator],0%,51%[activator],-2%,12%
CCOC(=O)C1CCN(C(=O)CCNC(=O)c2ccccc2OC)CC1,3,5%,3%,.,-11%,-2%,.,i,11%
COC(=O)[C@]1(C)N[C@H](CN(C)C(=O)c2ccc(F)cc2)[C@@H]2C(=O)N(Cc3ccccc3)C(=O)[C@@H]21,4,52%[activator],-10%,.,0%,-1%,.,-2%,10%
CC(C(=O)c1ccc(-c2ccccc2)cc1)[n+]1cccc(NC(=O)c2ccccc2)c1 (stereo not drawn),0,24%,-5%,-5%[12.7 µM],-23%,5%,?,-8%,5%
Cc1ccccc1N1CCN(CCCN2C(=O)C3CCCCN3C2=O)CC1 (stereo not drawn),1,35%,3%,.,-8%,-9%,-28%,-5%,4%
Cc1nc2ncnn2c(C)c1CCC(=O)N1CCN(c2ccccn2)CC1,2,11%,-4%,-22%[12.7 µM],-10%,-15%,37%[activator],1%,0%
Cc1cccc(NC(=O)CCc2c(C)nc3nc(CNC(=O)c4cccc(F)c4)nn3c2C)c1,-1,48%[activator],1%,-1%[59 µM],2%,0%,-2%,8%,4%
CCOC(=O)c1c(C)c(-c2ccccc2)n(CC(=O)NCCC(C)C)c1C,-3,29%,0%,-4%[59 µM],-19%,-1%,9%,2%,-7%
O=C(c1ccccc1)c1ccc(C(=O)N2CCN(c3ccccc3Cl)CC2)cc1,-4,38%,0%,1%[2.33 µM],-19%,-1%,-1%,-10%,-8%
COC(=O)c1ccc(OC)c(CSc2nnc(COc3ccc(OC)cc3)o2)c1,2,44%[activator],1%,9%[59 µM],-5%,-1%,0%,-7%,1%
O=C(OCC(=O)N1CCCC1)c1cc(=O)c2ccccc2o1,1,44%[activator],-8%,.,-9%,-15%,.,i,13%
O=C(Nc1ccc(CN2CCOCC2)cc1)c1ccc(-c2ccc(Cl)cc2Cl)o1,-4,3%,0%,40µM*,-27%,?,?,1%,4%
Cc1cc(NC(=O)Cc2csc(-c3ccccc3)n2)ccc1Br,-1,11%,15%,-14%,-6%,6%,2%,16%,-6%
COC(=O)Cc1csc(NC(=O)CSc2nnc3ccccn23)n1,-2,?,-4%,4%,?,6%,0%,.,13%
Cc1cc(C(F)(F)F)cc(NNC(=O)NC(=O)c2ccccc2Cl)n1,-1,36%[activator],0%,?,-11%,-7%,1%,1%,-3%
O=C(NCC1CCN(Cc2cccc(Cl)c2)CC1)Nc1ccc(Cl)cc1,-4,43%[activator],-10%,-13%,-30%,-3%,-38%,-4%,-5%
Cc1ccc(CNC(=O)CCS(=O)(=O)c2cccc3nsnc23)cc1,3,20%,14%,8%[12.7 µM],-12%,-4%,12%,i,5%
O=C(NCCc1nnc2ccc(NCCCN3CCOCC3)nn12)c1ccccc1,0,27%,1%,69%[activator],2%,3%,-15%,i,-13%
CC(C)c1ccc(NC(=O)C(c2ccccc2)N(C)C(=O)c2cnccn2)cc1 (stereo not drawn),2,23%,4%,?,-2%,2%,-19%,2%,22%
N#Cc1ccc[n+](CC(=O)c2ccc(NC(=O)c3ccccc3)cc2)c1,-3,46%[activator],-11%,45µM*,1%,?,0%,-2%,-7%
